Assay outcomes from PubChem BioAssay.
GPR151 ag – human GPR151 activation. Q8TDV0. PathHunter beta-arrestin GPR151 cells, luminescence. activation, % at 11.2 µM. 650,000 compounds, 1% hits. AID 1508602; in the data active = activation above about 4.9%;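 also: 0% = median of compound wells and 100% = cells with positive control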
MITF primary – inhibitors of human MITF | inhibition, % at 2.6 µM | AID 1259374 | O75030 | 650,000 compounds, 0.91% hits | AlphaScreen MITF homodimerization, bead proximity signal; in the data active = inhibition above about 50%;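 also: 0% = vehicle wells with protein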
FBW7 act – human FBW7 E3 ligase activation, primary screen | Q969H0 | AlphaScreen FBW7–phospho-cyclin E peptide binding, activator screen | normalized activity (activation), % at 26.1 µM | 650,000 compounds, 0.13% hits | AID 1259310; in the data active = normalized activity above about 1.9%;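 also: purified mutant Fbw7 with reduced substrate affinity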
Target sequence (Q969H0 whole entry, looked up): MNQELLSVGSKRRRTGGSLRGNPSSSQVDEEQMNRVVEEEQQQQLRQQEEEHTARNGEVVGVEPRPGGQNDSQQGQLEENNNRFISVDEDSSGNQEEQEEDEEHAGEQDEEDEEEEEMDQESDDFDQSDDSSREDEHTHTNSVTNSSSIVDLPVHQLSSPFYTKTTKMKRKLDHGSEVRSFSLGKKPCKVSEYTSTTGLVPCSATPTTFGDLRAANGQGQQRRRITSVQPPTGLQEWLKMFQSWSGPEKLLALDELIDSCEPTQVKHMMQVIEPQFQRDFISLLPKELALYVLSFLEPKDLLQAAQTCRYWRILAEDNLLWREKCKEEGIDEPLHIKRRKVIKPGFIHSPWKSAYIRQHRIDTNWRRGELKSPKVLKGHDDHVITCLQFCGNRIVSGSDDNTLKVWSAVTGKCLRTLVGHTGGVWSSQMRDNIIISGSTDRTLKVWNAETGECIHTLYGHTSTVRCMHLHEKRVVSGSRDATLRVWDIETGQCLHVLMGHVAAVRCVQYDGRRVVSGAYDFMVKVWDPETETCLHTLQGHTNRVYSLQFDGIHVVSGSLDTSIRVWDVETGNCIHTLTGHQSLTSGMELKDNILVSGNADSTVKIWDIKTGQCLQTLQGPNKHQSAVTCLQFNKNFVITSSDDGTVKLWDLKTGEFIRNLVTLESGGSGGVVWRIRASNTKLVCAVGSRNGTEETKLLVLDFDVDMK
TEAD-YAP inh – TEAD-YAP interaction inhibition | HEK-TIYL cells, TEAD-Gal4/YAP UAS-luciferase luminescence | inhibition, % at 9.12 µM | 640,000 compounds, 1.4% hits | AID 1259422; in the data active = inhibition above about 32%;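 also: 0% = median of test compound wells and 100% = reference inhibitor wells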
* = called active by the depositor; & = joins results of further samples.

smiles,GPR151 ag,MITF primary,FBW7 act,TEAD-YAP inh
CCOC(=O)CN(C)Cc1ccc(C(=O)NC(C)c2cccs2)c(=O)[nH]1 (stereo unspecified),-0.9,8,0.2,4
O=C(Cn1cnc2ccccc21)N1CCN(c2ccc(-c3ccco3)nn2)CC1,-0.7,7,-0.4,-21
Oc1c(/C=N/c2ncn[nH]2)sc2ccccc12,-0.5,5,-0.5,23
Cc1ccc([N+](=O)[O-])cc1NC(=S)NC(=O)c1cccnc1,1.9,-2,0.0,-4
Cn1cc(C(=O)N2CCN(Cc3ccccc3)CC2)c2c3ccccc3n(C)c2c1=O,-0.1,-169,0.0,-3
Oc1ccccc1/C=N/c1nc2ccccc2[nH]1,-0.4,1,-0.1,-6
CC1CCc2c(sc3nc(-c4ccccc4)[nH]c(=O)c23)C1 (stereo unspecified),-0.9,10,0.3,-38
C=CCOc1ccccc1CN1C[C@H](Sc2ccccn2)C[C@H]1C(=O)N(C)C,0.5,-7,0.0,2
COc1ccc(OC)c(NC(=O)c2sc3ncn(Cc4cccc(F)c4)c(=O)c3c2C)c1,-0.5,13,0.0,3
c1cn(CCNCc2cc3cc4c(cc3nc2OCC2CCCCC2)OCO4)cn1,-0.5,-9,-0.1,4
COc1ccccc1NCC(=O)N/N=C/c1ccccc1F,0.3,-8,-0.1,-3
COc1cc(CNCc2ccccc2Cl)ccc1OCC(=O)NC(C)(C)C,1.1,-5,-0.2,9
c1ccc(-c2nnc3n2CCN(Cc2ccc4nsnc4c2)CC3)cc1,-0.7,-22,0.2,11
Cc1cc(NC(=O)CSc2nnc(C3CC3)n2N)no1,1.0,1,0.2,0
CC1(C)CC(=O)C2=C(C1)NC(=O)CC2c1cccc(OCc2ccccc2)c1 (stereo unspecified),1.5,1,0.0,7
COc1ccccc1NC(=O)CNc1ccc(C(=O)O)cc1,-0.7,18,0.0,-7
O=C(c1ccc2c(=O)n(Cc3ccc4c(c3)OCO4)c(=S)[nH]c2c1)N1CCN(c2ccccc2)CC1,0.2,11,0.2,5
c1ccc(Cc2nnc3n2CCN(Cc2cnc(-c4ccccc4)s2)CC3)cc1,-0.1,10,-0.1,6
CCCCS(=O)c1sc2nc3c(cc2c1N)CCCC3 (stereo unspecified),2.0,7,-0.1,0
COC(=O)c1ccc([C@@H]2Nc3ccc(C(=O)O)cc3[C@@H]3C=CC[C@@H]32)cc1,-0.3,73*,-0.7,12
CCCN(CCC)S(=O)(=O)c1ccc(C(=O)Nc2ccccc2C(=O)Nc2ccc(C)cc2C(=O)c2ccccc2)cc1,-0.9,5,-1.1,-14
O=C(CCCCCN1C(=O)c2cccc([N+](=O)[O-])c2C1=O)Nc1ccccc1F,3.0,0,-0.1,13
Cc1ccc2nc(/C(C#N)=C/c3cc([N+](=O)[O-])c(N4CCOCC4)cc3N3CCOCC3)[nH]c2c1,0.3,6,-0.3,8
CCCOc1ccc(/C(O)=C2/C(=O)C(=O)N(CCCN(C)C)C2c2ccc(C(C)C)cc2)c(C)c1 (stereo unspecified),0.3,18,-0.1,10
Cn1c2ccccc2c2nnc(SCC(=O)NCc3ccco3)nc21,0.8,-5,0.0,-8
COCCn1nnnc1C(c1ccccc1F)N1CCN(Cc2ccccc2)CC1 (stereo unspecified),0.2,1,-0.1,-5
Cc1ccsc1C(=O)OCC(=O)Nc1ccc2[nH]c(=O)[nH]c2c1,0.3,1,0.3,-1
O=C(CN1Cc2ccccc2C1=O)NCCC1=CCCCC1,-0.2,1,-0.3,-9
CC(N/C=C/C(=O)C(F)(F)F)C12CC3CC(CC(C3)C1)C2 (stereo unspecified),-1.0,16,0.7,-7
CC(C)C(=O)c1cn(CC(N)=O)c2ccccc12,0.3,-5,0.2,0
CCOC(=O)c1cc2oc(C)cc2n1CC(=O)N(CC)CC,1.0,9,-0.2,-2
Cc1ccc(-c2cc(C(=O)N/N=C/c3c(C)[nH]c4ccccc34)n[nH]2)s1,-0.8,7,0.6,8
NC(C(=O)N1CCN(c2ccc3[nH]ncc3c2)CC1)c1cccc(F)c1 (stereo unspecified),0.8,11,-0.1,1
COc1cc(C2NC(=O)NC(C)=C2C(=O)OC2CCCCCCC2)ccc1OCc1ccccc1 (stereo unspecified),-0.1,9,0.1,0
O=C(NCc1ccccc1Cl)C1CCCN1C(=O)NC1CCCCC1 (stereo unspecified),0.5,22,0.0,-7
Cc1sc2nc(C)n3c(=O)n(CC(N)=O)nc3c2c1C,-0.6,17,0.2,-2
CC(Cc1cccs1)NS(=O)(=O)c1ccc2c(c1)OCCO2 (stereo unspecified),1.1,2,0.0,8
COc1c(Cl)cc(C(=O)N2CCN(c3ccc([N+](=O)[O-])cc3)CC2)cc1Cl,-1.7,-33,-0.1,3
CC(=O)Nc1ccc(NC(=O)c2ccc(-c3ccc(N4CCOCC4)nc3)s2)cc1,1.2,13,0.1,-3
Cc1ccc(NC(=O)c2cc3c(CO)cnc(C)c3oc2=Nc2cccc(C)c2)cc1,-0.2,-9,-0.1,-1
O=C(Nc1c2c(nn1-c1cccc(Cl)c1)CSC2)C1CCCC1,0.6,3,0.0,7
CCOC(=O)n1c(CC#N)nc2ccccc21,1.4,-11,0.1,-19
COC(=O)CSc1nc(N)c(C#N)c(-c2ccco2)c1C#N,1.4,-11,-0.1,0
CC1CCc2c(sc3ncn(-n4cccc4)c(=O)c23)C1 (stereo unspecified),0.0,16,0.1,-30
CC(=O)NC1=NC(=O)/C(=C\c2cccc3ccccc23)S1,1.3,14,0.1,4
Cc1cc(C)n(C(=O)CCN2C(=O)c3cccc4cccc(c34)C2=O)n1,0.8,2,0.3,7
COc1ccc(/C=C2\SC(=S)N(Cc3ccco3)C2=O)cc1,-1.7,12,0.1,-9
COc1ccc(N2C(=O)CC(N(Cc3ccco3)C(=O)CCC(=O)O)C2=O)cc1 (stereo unspecified),1.8,0,0.0,-10
COc1cccc(OC)c1C(=O)Nc1ccc([N+](=O)[O-])cn1,0.2,10,0.0,5
Cn1ncc2c(NCCCN3CCOCC3)ncnc21,2.6,6,0.3,3
O=C(N/N=C/c1ccc(O)cc1)/C(=C\c1cccs1)NC(=O)c1ccccc1,-0.4,6,-0.2,19
CCOc1c(O)ccc(/C=C2\C(=O)Nc3ccc(Br)cc32)c1[N+](=O)[O-],-0.3,65*,0.1,-1
CC1(C)OC(=O)C(=Cc2ccc(-c3ccc(Br)cc3)o2)C(=O)O1,-1.3,17,0.2,-5
COc1ccc(NC(=O)Nc2nnc(-c3ccccc3Cl)s2)cc1,-0.7,9,0.1,9
Cc1nc(NCCCn2ccnc2)c2nnn(Cc3ccccc3)c2n1,-0.4,6,0.1,-10
CC(=O)Oc1ccc(N2C(=O)C3CC=CCC3C2=O)cc1 (stereo unspecified),-0.9,26,0.8,-10
Cc1ccccc1CSc1ncc(C#N)c(N)n1,0.8,-5,0.0,2
CCOC(=O)c1[nH]c(CSC(=NC)NC)c(C(=O)OCC)c1C,0.2,1,0.0,5
Cc1nc(SCC(=O)Nc2ccc([N+](=O)[O-])cc2)[nH]c(=O)c1C,0.8,0,0.1,-6
Cc1ccc(-n2c(-c3ccc(Cl)cc3)cn3c4c(=O)n(C)c(=O)n(C)c4nc23)cc1,0.5,-4,-0.2,2

More structures follow:
smiles,GPR151 ag,MITF primary,FBW7 act,TEAD-YAP inh
Nc1nonc1-n1nnc(C(=O)N/N=C/c2ccc(O)cc2)c1-c1ccc([N+](=O)[O-])cc1,0.2,-1,0.2,-7
CCC(C)N(C(=O)CSc1ccc(NC(C)=O)cc1)C1CCS(=O)(=O)C1 (stereo unspecified),0.9,5,-0.1,7
CNC(=O)COC(=O)c1ccc2ccccc2n1,0.2,3,0.0,9
O=C1OC(c2cccc(Br)c2)=N/C1=C\c1cc2c(cc1Cl)OCO2,0.0,-5,0.0,6
Cc1nnc2c3ccccc3nc(-c3ccc(Cl)cc3)n12,-1.1,21,0.2,13
COc1cccc(C2(CC(=O)N3CCCCC3CO)CC(=O)N(C3CCCC3)C2=O)c1 (stereo unspecified),-0.6,6,0.1,-21
COc1ccc(-c2cc(=O)oc3cc(OCC(=O)NC4CC4)ccc23)cc1,-2.2,8,1.3,-1
O=C1CCC(CCNCCOc2ccccc2)N1Cc1cccc(C(F)(F)F)c1 (stereo unspecified),-1.3,-9,-0.1,6
COc1ccc(CCNC(=O)c2noc(C)c2[N+](=O)[O-])cc1OC,-0.9,4,-0.1,2
O=C(O)COc1ccccc1/C=C1\SC(=O)NC1=O,0.7,0,0.0,-3
O=C(Nc1cccnc1)c1nn2cccnc2c1Cl,-1.8,9,0.1,-29
O=C(CCCl)Nc1nnc(SCC(=O)NC2CCCC2)s1,-0.8,12,0.2,-9
C=C1CC[C@H](O)C/C1=C/C=C1\CCCC2(C)C1CCC2C(C)CCCC(C)C (stereo partly specified),1.4&-0.4&-1.9,11&16&19,0.0&0.0&0.0,-5&16
Cc1nc(C)c(C(=O)Nc2ccccc2Cl)o1,2.7,8,-0.5,5
CCn1c(O)c(C=NCC(N)=O)c(=O)n(CC)c1=S,-0.5,13,0.1,8
CC(C)c1nc(C(N)=O)c2[nH]c(=O)n(-c3ccccc3)c2n1,1.0,10,0.0,-9
O=C1CC(Cc2ccc(Cl)cc2)C(=O)N1c1cccc(Cl)c1 (stereo unspecified),0.2,2,-0.1,0
C1=C(c2cccs2)CC(c2cccs2)=NN=C1c1cccs1,0.8,-21,0.7,3
C(=N\Nc1nc2ccccc2s1)/c1sc(N2CCOCC2)nc1-c1ccccc1,1.1,12,0.0,-14
O=C(Cc1cn(-c2ccc(N3CCC(N4CCOCC4)CC3)nn2)c2ccccc12)NCc1cccnc1,-0.9,-3,-0.1,-7

Given as labelled records: part of the list above
> O=C1CC(Cc2ccc(Cl)cc2)C(=O)N1c1cccc(Cl)c1 (stereo unspecified)
- GPR151 ag: 0.2
- MITF primary: 2
- FBW7 act: -0.1
- TEAD-YAP inh: 0

> C1=C(c2cccs2)CC(c2cccs2)=NN=C1c1cccs1
- GPR151 ag: 0.8
- MITF primary: -21
- FBW7 act: 0.7
- TEAD-YAP inh: 3

> C(=N\Nc1nc2ccccc2s1)/c1sc(N2CCOCC2)nc1-c1ccccc1
- GPR151 ag: 1.1
- MITF primary: 12
- FBW7 act: 0.0
- TEAD-YAP inh: -14

> O=C(Cc1cn(-c2ccc(N3CCC(N4CCOCC4)CC3)nn2)c2ccccc12)NCc1cccnc1
- GPR151 ag: -0.9
- MITF primary: -3
- FBW7 act: -0.1
- TEAD-YAP inh: -7

Next part:
smiles,GPR151 ag,MITF primary,FBW7 act,TEAD-YAP inh
CC1=C(C(N)=O)C(c2ccc(Br)cc2)n2nnnc2N1 (stereo unspecified),0.1,6,-0.1,-11
Cn1nc2c(c1NC(=O)c1ccc3ncsc3c1)CCC2,-1.7,-1,-0.1,-7
COc1ccc(C)cc1NC(=O)c1sc2ncnc(N3CCN(c4ccccc4F)CC3)c2c1C,-0.8,-5,0.0,8
COCCn1c(SCC(=O)Nc2ccc(N(C)C)cc2)nc2cccnc21,-0.8,7,-0.1,-4
C=CCc1cccc(/C=N/NC(=O)CCC(=O)Nc2ccc(OCC)cc2)c1O,2.1,7,0.1,11
O=C(Nc1cccc(C(F)(F)F)c1)c1cccnc1NCc1ccccc1,-0.1,-7,0.1,7
CCCCNC(=O)c1sc(SCC(=O)OCC)nc1N,-1.4,7,0.1,10
Cc1ccc(S(=O)(=O)N2CCC(C(=O)Nc3ccc(F)cc3)CC2)cc1,0.8,7,0.0,9
Cc1c(C(=O)NC(C)C)sc2nc(-c3ccccc3)cn12,-0.3,17,0.3,-49
Cc1ccc(-c2nc(CS(=O)(=O)CC(=O)NC3CCCCCC3)c(C)o2)cc1,0.9,7,0.4,-4
O=C(O)CC1S/C(=N/N=C/c2ccccc2OCc2ccc(F)cc2)NC1=O (stereo unspecified),-1.8,-29,0.0,-4
